GAA spleen mod = qHTS Assay for Inhibitors and Activators of Human alpha-Glucosidase From Spleen Homogenate | human spleen homogenate, 4-MU-alpha-glucoside fluorescence | Potency, µM (doses to about 79.9 µM), without a hit: at the top dose activity change, negative = inhibition, hits mostly inhibitors | 240,000 tested, 0.006% active | Lysosomal alpha-glucosidase (Homo sapiens), P10253;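 note: 0% = enzyme with vehicle and -100% = no enzyme basal signal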
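AC50 values come from Hill-equation fits of concentration-response data, normalized to no-enzyme and full-activity controls. Enzyme source: 1 ug human spleen homogenate; 1 mM fluorogenic 4-MU glucoside, pH 5.0 citrate buffer, 37 C, 40 min.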
aGal spleen mod = qHTS Assay for Inhibitors and Activators of Human alpha-Galactosidase From Spleen Homogenate; human spleen homogenate, 4MU-alpha-Gal fluorescence, 40 min; Potency, µM (top dose mostly 80 µM), without a hit: top-dose activity change, negative = inhibition, hits mostly inhibitors; AID 2107, 2009; Alpha-galactosidase A (Homo sapiens), P06280; 240,000 tested, 0.008% active;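 note: 0% = enzyme with vehicle and -100% = no enzyme basal signal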
Target sequence (P06280 32-429 limits assumed): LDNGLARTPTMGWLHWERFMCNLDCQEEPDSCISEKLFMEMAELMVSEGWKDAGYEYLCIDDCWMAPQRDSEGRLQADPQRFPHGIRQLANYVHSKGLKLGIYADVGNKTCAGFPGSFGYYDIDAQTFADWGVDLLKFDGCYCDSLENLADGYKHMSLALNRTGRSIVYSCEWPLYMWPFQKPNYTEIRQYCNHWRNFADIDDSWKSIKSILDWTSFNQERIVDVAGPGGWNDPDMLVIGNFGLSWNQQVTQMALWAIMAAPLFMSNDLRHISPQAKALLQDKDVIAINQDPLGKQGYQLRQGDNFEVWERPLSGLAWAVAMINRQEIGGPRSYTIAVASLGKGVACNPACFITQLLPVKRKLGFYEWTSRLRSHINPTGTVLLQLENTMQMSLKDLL
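Human spleen homogenate (1 ug) as enzyme source, 4-methylumbelliferyl-alpha-D-galactopyranoside 1 mM final, citrate/phosphate pH 5.0 with 0.01% Tween-20. Compounds 40 min at 37C, NaOH/glycine stop; fluorescence Ex 365/Em 440, Hill-fit AC50.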
GAA glycogen = qHTS Assay for Inhibitors and Activators of Human alpha-Glucosidase Cleavage of Glycogen | Potency, µM (series often up to 76.4 µM), without a hit: at the highest dose activity change, negative = inhibition, actives largely listed as inhibitors | recombinant GAA, glycogen substrate, Amplex Red glucose oxidase fluorescence | Lysosomal alpha-glucosidase (Homo sapiens), P10253 | 300,000 tested, 0.38% active | AID 2100, 2009;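 note: 0% = full enzyme reaction and -100% = no-enzyme basal signal; the screen sought inhibitors and activators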
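Recombinant human enzyme (4 nM); glycogen substrate; 37 C, 40 min, pH 5.0. Readout: coupled glucose oxidase/Amplex Red fluorescence.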
GAA inhib = qHTS Assay for Inhibitors of Human alpha-Glucosidase as a Potential Chaperone Treatment of Pompe Disease; Lysosomal alpha-glucosidase (Homo sapiens), P10253; purified human GAA, 4-MU-alpha-glucoside fluorescence; Potency, µM (top dose mostly 76.9 µM), without a hit: at the top dose activity change, negative = inhibition, usual class: inhibitors; 200,000 tested, 0.005% active; AID 1466, 2008;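 note: plate controls were uninhibited enzyme wells for no effect and no-enzyme background for full effect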
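Fluorogenic assay: 4 nM human alpha-glucosidase with 400 uM 4-methylumbelliferyl-alpha-D-pyranoside in 50 mM citrate/phosphate, 0.005% Tween-20, pH 5.0, 20 min at room temperature. Compounds tested up to 77 uM; AC50 from Hill fits.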
RGS12 GoLoco inh = qHTS Assay for Inhibitors of RGS12 GoLoco Motif Activity (Red Fluorophore); Gai1:RGS12 GoLoco peptide FP, rhodamine, 10 min; Potency, µM (top dose mostly 61.6 µM), for inactives: at the top dose activity, negative = inhibition, actives largely listed as inhibitors; Guanine nucleotide-binding protein G(i) subunit alpha-1 (Homo sapiens), P63096; 230,000 tested, 0.44% active; active = well fitted inhibition curve with a large enough effect, not every such curve was filed as active; inactive = no such curve, though single readings can be large or run the other way; note: % is set by controls: 0 for no effect and ±100 for the full control effect; nearly all actives have a fitted effect of over 30% in size; many of its hits are not listed in these tables
SMN2 splice enh = qHTS Assay for Enhancers of SMN2 Splice Variant Expression. HEK293 SMN2-luciferase splicing reporter, luminescence, 30-36 h. Potency, µM (top dose mostly 46.1 µM), for the others: at the top dose activity change, positive = activation, hits mostly activators. 210,000 tested, 2.8% active; note: % of control where 0% means no effect; nearly all actives have a fitted effect of over 55% in size
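HEK293 cells carry an SMN2 […]–luciferase reporter in which exon 7 inclusion puts luciferase in frame. Cells were plated 10-12 h before compound addition, then incubated 30-36 h at 37C. ONE-Glo luminescence was read; sodium butyrate at 4.5 mM final served as control.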
JMJD2E inh = qHTS Assay for Inhibitors of Human Jumonji Domain Containing 2E (JMJD2E); Lysine-specific demethylase 4E (Homo sapiens), B2RXH2; Potency, µM (titrated, usually from 57.1 µM), inactives show at the top dose activity change, negative = inhibition, actives largely listed as inhibitors; JMJD2E catalytic domain, FDH-coupled NADH fluorescence (FDH is formaldehyde dehydrogenase); 230,000 tested, 1.6% active; AID 2147, 2009; active = well fitted inhibition curve with a large enough effect, not every such curve was filed as active; inconclusive = small, poorly fitted or top-dose-only effect, or another doubt; inactive = no such curve, though single readings can be large or run the other way;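 note: 0% = wells with enzyme and -100% = buffer wells without enzyme; nearly all actives have a fitted effect of over 50% in size; many of its hits are not listed in these tables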
ALDH1A1 block = qHTS Assay for Inhibitors of Aldehyde Dehydrogenase 1 (ALDH1A1). Purified ALDH1A1, NADH fluorescence, propionaldehyde substrate. Potency, µM (doses to about 75.3 µM), for inactives: top-dose activity, negative = inhibition, usual class: inhibitors. 220,000 tested, 7.3% active; active = well fitted inhibition curve with a large enough effect, not every such curve was filed as active; inconclusive = small, poorly fitted or top-dose-only effect, or another doubt; inactive = no such curve, though single readings can be large or run the other way;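 note: plate controls were no enzyme wells and a reference inhibitor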
Target sequence (P00352 whole entry, looked up): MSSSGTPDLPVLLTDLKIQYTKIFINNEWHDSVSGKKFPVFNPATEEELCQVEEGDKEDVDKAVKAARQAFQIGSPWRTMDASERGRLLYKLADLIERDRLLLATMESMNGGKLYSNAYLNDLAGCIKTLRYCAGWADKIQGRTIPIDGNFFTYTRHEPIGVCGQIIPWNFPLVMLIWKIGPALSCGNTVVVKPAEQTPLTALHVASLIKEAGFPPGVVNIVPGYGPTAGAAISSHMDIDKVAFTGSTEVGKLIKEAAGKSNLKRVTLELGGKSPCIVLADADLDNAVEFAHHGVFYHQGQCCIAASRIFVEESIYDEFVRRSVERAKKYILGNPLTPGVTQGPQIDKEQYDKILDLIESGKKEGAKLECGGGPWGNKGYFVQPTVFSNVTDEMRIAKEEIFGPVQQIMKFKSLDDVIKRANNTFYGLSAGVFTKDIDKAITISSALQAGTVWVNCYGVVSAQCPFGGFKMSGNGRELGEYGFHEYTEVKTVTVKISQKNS
* marks the source's active call; other numbers are inactive results; ? = inconclusive; · = no result given; ! = a repeat was not active; [ ] = dose if it differs, or a comment. Unless noted, calls come from the whole dose curve; as a rule, active = well fitted curve in the direction sought with a large enough effect; inconclusive = small, poorly fitted or top-dose-only effect, or another doubt; inactive = no such curve, though single readings can be large; an effect the other way counts as inactive or inconclusive. Potency is the fitted concentration of half-maximal effect.

mol | JMJD2E inh | aGal spleen mod | ALDH1A1 block | SMN2 splice enh | GAA glycogen | RGS12 GoLoco inh | GAA inhib | GAA spleen mod
COc1ccc(OC)c(CC(NC(C)=O)C(=O)NC2CCN(c3cc(C)nc4ncnn34)CC2)c1 (stereo not given) | 4% | 3% | 8% | · | -12% | -6% | -5% | -12%
COC(=O)c1sc2nc(SCc3cccc(Cl)c3)n(N)c(=O)c2c1C | -1% | 11% | 160%[activator] | -44% | 6% | 13% | -8% | 8%
Cc1ccc(Nc2nc(NCC3CCCO3)nc(N)c2[N+](=O)[O-])cc1 (stereo not given) | 1% | 2% | -3% | 6% | -5% | -8% | -3% | -1%
Cc1cc2oc(C(=O)Nc3c(C)n(C)n(-c4ccccc4)c3=O)c(C)c2cc1Cl | 9% | 0% | -8% | -9% | 8% | -2% | -7% | 3%
CC1CCc2sc(C(=O)NN)cc2C1 (stereo not given) | -1% | -1% | 7.1µM* | · | -26% | -1% | 4% | -5%
CCn1cc(C(=O)O)c(=O)c2cc(F)c(N3CCN(C(=S)NC(=O)c4cccc(C)c4)CC3)cc21 | ? | -2% | · | · | -7% | 4% | · | 1%
O=C(COC(=O)c1c2c(nc3ccccc13)CCCC2)Nc1ccc2c(c1)OCO2 | ? | -9% | 8.9µM* | -52%[inhibitor] | -12% | 103%[activator] | ? | -2%
Cc1ccccc1-n1c([C@@H]2C[C@H]2c2ccccc2)n[nH]c1=S | -14% | 9% | ? | · | -22% | 6% | 0%[15.4 µM] | -16%
CC(=O)Nc1ccc(N=Nc2ccc(O)cc2)cc1 | 1% | -5% | -1% | -1%[1.84 µM] | 5% | -1% | -7% | -9%
CN1/C(=C/C(=O)c2cccs2)Sc2ccccc21 | -14% | 7% | ? | 7.9µM* | -12% | 13% | -14% | -1%
COc1ccc(OCC(=O)Nc2ccc(N3CCOCC3)c(Cl)c2)cc1 | 0% | -1% | 2% | 21% | 4% | 6% | -1% | -7%
Cc1ccc(NC(=O)Nc2ccc(F)cc2)nc1 | 1% | 2% | 6% | 25µM* | 2% | 5% | -1% | 0%
O=C(CCCSc1nc2ccccc2[nH]1)NCc1ccccc1 | 2% | 8% | 1% | -22% | -5% | 10% | -2% | -2%
O=C(O)CSCCc1ccccn1 | 0% | -5% | -1% | -6% | 12% | -10% | -1% | -7%
COCCn1c(=O)[nH]c(=O)c2c1nc(-c1cc(Br)c3c(c1)OCO3)n2Cc1ccccc1 | 18% | 6% | 0.11µM* | 12% | 0% | 7% | 7% | 6%
Cc1ccc(S(=O)(=O)[N-]c2nc3ccccc3nc2-n2cc[n+](CCC(C)C)c2)cc1 | ? | 23% | ? | 3% | -10% | -2% | 12% | 0%
Cc1nnsc1SCCNC(=O)c1ccc(F)cc1 | 6% | 8% | 1% | 11% | 1% | -18% | 7% | -4%
O=C(Nc1ccc2c(c1)nc1n2CCOC1)c1ccco1 | -3% | -3% | -12% | ? | 1% | -10% | 1% | 4%
Cc1cccn2c(CN(C)CC3Cc4ccccc4O3)c(C(=O)N3CCCCC3)nc12 (stereo not given) | -1% | 2% | ? | · | 6% | 6% | · | -6%
CC(C)(C)c1ccc(C(=O)NCC(=O)OCc2ccc([N+](=O)[O-])cc2)cc1 | 5% | -3% | ? | -6% | -5% | 0% | -4% | -6%
NS(=O)(=O)c1ccc(NN=C2CCN(Cc3ccccc3)CC2)c([N+](=O)[O-])c1 | 2% | -2% | -17% | -15% | ? | -3% | -4% | -3%
O=C1/C(=C\c2ccc(O)cc2)SC(=S)N1/N=C/c1ccc(O)cc1 | 1% | 9% | · | · | -5% | 145%[activator] | · | -1%
O=C(c1cccnc1)N1CCN(Cc2ccccc2Br)CC1 | ? | 3% | -16% | 14% | 2% | 1% | -14% | 0%
N#C/C(=C(/O)c1ccccc1F)c1nc2cc(C(F)(F)F)ccc2s1 | 3% | 5% | -2% | · | -10% | 8% | -6% | 3%
CCC(=O)c1ccc(N2CCN(C(=O)c3ccc(Br)cc3)CC2)c(F)c1 | 7% | 5% | ? | · | -25% | -2% | 2% | 3%
CC(C)(C)C(=O)Nc1nc2ccc(S(C)(=O)=O)cc2s1 | 5% | -20% | ? | 7.9µM* | -7% | -7% | 3% | -2%
CC(=O)Nc1ccc(NC(=O)COc2ccccc2C(=O)Nc2cccc(Cl)c2Cl)cc1 | 6% | -1% | -7% | -8% | -3% | 7% | -4% | -16%
O=C(CNC(=O)Cc1ccccc1)NCC(=O)OCC(=O)c1ccccc1Cl | 0% | 9% | -8% | 7% | 0% | 2% | -4% | 0%
O=C(O)CN(CCN(CC(=O)O)CC(=O)O)CCN(CC(=O)O)CC(=O)O | 6.3µM*! | -16% | 9% | 5% | · | -5% | · | 3%
COc1ccc(CNC(=O)C2CCN(c3nc(OC)nc(OC)n3)CC2)cc1 | 6% | 3% | 0% | -17% | 3% | 7% | 10% | -7%
Cc1ccc(Nc2nc(Cl)nc(N(C)C#N)n2)cc1 | 3% | 6% | -5% | 3% | 4% | -12% | -1% | 2%
O=C(Cn1cnc2c(nnn2-c2ccc(F)cc2)c1=O)NCc1ccco1 | -2% | -8% | -12% | 0% | 2% | 5% | 1% | 0%
CCOC(=O)c1ccc(NC(=O)CSc2nnc(CCc3ccc(C)o3)n2-c2ccccc2)cc1 | 1% | 2% | 7% | · | -16% | · | 2% | 11%
COc1cccc(NC(C)(C)c2nnnn2-c2c(C)cccc2C)c1 | 7% | 0% | ? | · | 2% | -3% | 5%[15.4 µM] | -3%
Cc1ccc(C)n1-n1cnc2sc3c(c2c1=O)CCCCC3 | -1% | -2% | ? | -23% | 7% | 2% | 3% | -2%
Cc1ccccc1Nc1nnc(SCC(=O)NC2CCCc3ccccc32)s1 (stereo not given) | -4% | -1% | -7% | -7% | 14% | 10% | -2% | -1%
C=CCn1c(N)c(C(=O)OC(C)(C)C)c2nc3ccccc3nc21 | ? | ? | ? | 13% | 0% | 19% | ? | 16%
O=C(O)c1cc(-c2ccc(/C=C3\NC(=O)N(c4ccccc4)C3=O)o2)ccc1Cl | ? | -7% | · | · | -1% | -3% | · | -5%
O=C(CNCCO)Nc1ccc(F)c(Cl)c1 | 2% | 3% | 2% | -3% | 3% | 5% | 3% | -23%
CCOC(=O)c1c(C)[nH]c(C(=O)N2CCCC(C(=O)c3ccccc3OC)C2)c1C (stereo not given) | 1% | -4% | · | · | 0% | 7% | · | 3%

Shown with values under each structure: entries from further up.
Values run as follows: JMJD2E inh	aGal spleen mod	ALDH1A1 block	SMN2 splice enh	GAA glycogen	RGS12 GoLoco inh	GAA inhib	GAA spleen mod
- O=C(Cn1cnc2c(nnn2-c2ccc(F)cc2)c1=O)NCc1ccco1
    -2%	-8%	-12%	0%	2%	5%	1%	0%
- CCOC(=O)c1ccc(NC(=O)CSc2nnc(CCc3ccc(C)o3)n2-c2ccccc2)cc1
    1%	2%	7%	·	-16%	·	2%	11%
- COc1cccc(NC(C)(C)c2nnnn2-c2c(C)cccc2C)c1
    7%	0%	?	·	2%	-3%	5%[15.4 µM]	-3%
- Cc1ccc(C)n1-n1cnc2sc3c(c2c1=O)CCCCC3
    -1%	-2%	?	-23%	7%	2%	3%	-2%
- Cc1ccccc1Nc1nnc(SCC(=O)NC2CCCc3ccccc32)s1 (stereo not given)
    -4%	-1%	-7%	-7%	14%	10%	-2%	-1%
- C=CCn1c(N)c(C(=O)OC(C)(C)C)c2nc3ccccc3nc21
    ?	?	?	13%	0%	19%	?	16%
- O=C(O)c1cc(-c2ccc(/C=C3\NC(=O)N(c4ccccc4)C3=O)o2)ccc1Cl
    ?	-7%	·	·	-1%	-3%	·	-5%
- O=C(CNCCO)Nc1ccc(F)c(Cl)c1
    2%	3%	2%	-3%	3%	5%	3%	-23%
- CCOC(=O)c1c(C)[nH]c(C(=O)N2CCCC(C(=O)c3ccccc3OC)C2)c1C (stereo not given)
    1%	-4%	·	·	0%	7%	·	3%

Next structures follow.
mol | JMJD2E inh | aGal spleen mod | ALDH1A1 block | SMN2 splice enh | GAA glycogen | RGS12 GoLoco inh | GAA inhib | GAA spleen mod
CCOC(=O)C(C)CC(C)C(=O)N1CCOCCN(C(=O)C(C)CC(C)C(=O)OCC)CCOCC1 (stereo not given) | 2% | -4% | 1% | -9% | 1% | -10% | 3% | -26%
C=C(C)[C@@H]1CCC2(C(=O)O)CC[C@]3(C)[C@H](CC[C@@H]4[C@@]5(C)CCC(=O)C(C)(C)[C@@H]5CC[C@]43C)[C@@H]12 (stereo not given in full) | 10% | -4% | 8% | -86%[inhibitor] | 2% | 14% | 1%[15.4 µM] | 4%
CS(C)(=O)=O | ? | 19% | 5% | -3% | · | 1% | · | -10%
c1ccc2c(c1)Cc1cc3cc4c(cc3nc1-2)OCO4 | ? | 28% | ? | 0.5µM* | · | 7% | · | 9%
C/C=C/c1ccc(OCC(O)CN2CCCCC2CC)c(OC)c1 (stereo not given) | ? | -1% | ? | 1% | 2% | 8% | 0% | 6%
Cc1ccc(C(C)C)c(OCc2ccc(-c3nnco3)cc2)c1 | -12% | 0% | -12% | -2% | -16% | 2% | -5% | -3%
COc1ccccc1NC(=S)N1CC(C)OC(C)C1 (stereo not given) | -4% | 0% | -1% | 11% | -10% | 12% | ? | -13%
Cc1nc2c(-c3ccc(F)cc3)c(C)nn2c(C)c1CCC(=O)Nc1ccccc1F | -16% | 2% | · | · | -1% | -12% | · | -5%
Cc1ncc(C[n+]2csc(CCOC(=O)CC34CC5CC(CC(C5)C3)C4)c2C)c(N)n1 | -3% | 1% | ? | -5% | -10% | -1% | 0% | -1%

This is a subset. The share of hits here may be higher or lower than overall.
